Source: PubChem BioAssay (several laboratories)
EphB4 ephrin blk: blocks human EphB4 binding to ephrin-B2. P54760. EphB4 LBD / TNYL-RAW-Alexa532 peptide, fluorescence polarization. inhibition, % at 7 µM. 0.15% of 97,000 active. AID 720;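 active = inhibition above the screen-wide mean inhibition plus 3 SD, cut at about 15% in these data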;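 note: 0% = DMSO wells and 100% = excess unlabeled TNYL-RAW peptide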
FAK inh: inhibitors of human focal adhesion kinase; biochemical FAK kinase activity assay; inhibition, %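 (tested at 7 µM)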; 0.84% of 97,000 active; in the data active = inhibition above about 19%;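 note: 0% = DMSO and 100% = reference compound high control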
LYP act: LYP (human) phosphatase activation; Q9Y2R2; activation, % at 2 µM; recombinant LYP, DiFMUP fluorescence; 0 = plate median, 100 = signal doubled; 0.11% of 96,000 active;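 active = activation at 2 µM above a set limit, the mean plus 5 SD, cut at about 37% in these data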
Target sequence (Q9Y2R2 whole entry, looked up): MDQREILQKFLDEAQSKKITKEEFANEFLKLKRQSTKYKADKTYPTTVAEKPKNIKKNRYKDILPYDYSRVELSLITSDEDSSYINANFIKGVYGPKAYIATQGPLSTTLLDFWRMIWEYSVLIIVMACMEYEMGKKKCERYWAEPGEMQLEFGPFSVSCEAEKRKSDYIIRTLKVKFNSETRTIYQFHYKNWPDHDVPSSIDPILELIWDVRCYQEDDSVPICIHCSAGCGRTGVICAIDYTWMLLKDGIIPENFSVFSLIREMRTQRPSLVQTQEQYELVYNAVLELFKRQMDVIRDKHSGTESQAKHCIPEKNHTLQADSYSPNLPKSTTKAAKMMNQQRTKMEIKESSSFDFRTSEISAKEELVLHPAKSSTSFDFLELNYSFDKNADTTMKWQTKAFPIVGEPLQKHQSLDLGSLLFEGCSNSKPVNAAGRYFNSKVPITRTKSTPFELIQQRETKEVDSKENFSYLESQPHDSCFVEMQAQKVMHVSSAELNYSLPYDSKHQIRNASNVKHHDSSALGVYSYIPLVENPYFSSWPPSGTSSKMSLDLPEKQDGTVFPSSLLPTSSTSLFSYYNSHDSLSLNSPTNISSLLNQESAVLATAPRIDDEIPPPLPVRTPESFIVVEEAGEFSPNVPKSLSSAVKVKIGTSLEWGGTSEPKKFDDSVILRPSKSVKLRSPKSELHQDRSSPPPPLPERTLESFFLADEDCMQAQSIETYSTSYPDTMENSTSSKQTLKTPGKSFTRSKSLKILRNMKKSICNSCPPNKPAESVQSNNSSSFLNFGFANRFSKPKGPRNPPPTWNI
S1P2 ag: activates the human S1P2 receptor; O95136; 0.46% of 97,000 active; activation, % at 4.5 µM; S1P2-expressing cell line, agonist reporter read-out; in the data active = activation above about 16%;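 note: 0% = vehicle low control and 100% = maximal reference agonist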
Rev-RRE block: HIV Rev-RRE protein-RNA interaction inhibition; P05866; Rev peptide-RRE RNA binding, FRET; inhibition, % at 8 µM; 0.79% of 97,000 active;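 active = inhibition above the screen-wide mean plus 3 SD, cut at about 35% in these data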;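 note: 0% = median DMSO wells and 100% = median Neomycin B control wells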
Target sequence (P05866 whole entry, looked up): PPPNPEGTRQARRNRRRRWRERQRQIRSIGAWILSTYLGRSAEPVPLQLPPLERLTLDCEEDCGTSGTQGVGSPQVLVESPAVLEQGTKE
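Probe or stimulus: fluorescein-Rev peptide as binding partner; assay system: Cy5-tagged RRE RNA duplex with fluorescein-tagged Rev peptide; timing: 5 min compound–RNA preincubation, then 15 min with peptide, 25 °C; medium: HEPES pH 7.5 buffer with KCl, MgCl2, NaCl and EDTA; signal: fluorescein-to-Cy5 FRET, 480 nm excitation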
PTPN22 inh 2: blocks human PTPN22 phosphatase activity; recombinant LYP catalytic domain, DiFMUP fluorescence; inhibition, % at 2 µM; 0.21% of 96,000 active; AID 640;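 active = inhibition at 2 µM at or above a set limit, the screen mean plus 3 SD, cut at about 24% in these data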;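 note: 0% = DMSO with enzyme and 100% = enzyme fully blocked by orthovanadate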
S1P2 antag: S1P2 (human) receptor antagonism. inhibition, % at 5 µM. 0.21% of 97,000 active. cell-based S1P2 antagonist assay, inhibition at 5 uM. O95136. AID 736; in the data active = inhibition above about 45%;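 note: CRE beta-lactamase reporter cells expressing human S1P2 stimulated with S1P; 0% = agonist at EC80 alone and 100% = agonist plus reference antagonist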
PostGolgi yeast: growth inhibition of a yeast mutant, post-Golgi transport screen; post-Golgi transport phenotypic cell assay; AID 739; 0.9% of 98,000 active; inhibition, % at 10 µM;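 note: yeast cells grown in 1536-well plates; yeast grown about 18 h at 30C before absorbance read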
PostGolgi ctrl: yeast control strain growth, post-Golgi counter-screen | efflux-deficient yeast background strain, growth absorbance A615, 16 h | inhibition, % at 10 µM | 5% of 98,000 active | AID 738
Active calls of the source: *; x = no result given. Cut-off read from the data, not from the text of the source, unless noted: active = inhibition above about 30%; inactive = the rest.

SMILES	EphB4 ephrin blk	FAK inh	LYP act	S1P2 ag	Rev-RRE block	PTPN22 inh 2	S1P2 antag	PostGolgi yeast	PostGolgi ctrl
O=C(c1ccc(S(=O)(=O)N2CCOCC2)cc1)N(c1ccc(F)cc1)C1C=CS(=O)(=O)C1 (stereo not drawn)	7	1	6	-1	11	-7	-2	-2	4
O=C(Nc1cc(C(F)(F)F)ccc1N1CCOCC1)c1cccs1	3	2	5	-4	1	-8	-41	-13	9
Cc1c(NC(=O)c2ccccc2NS(=O)(=O)c2ccc(Br)cc2)c(=O)n(-c2ccccc2)n1C	-7	-2	-7	-3	1	7	7	19	13
Cc1ccc(S(=O)(=O)NCC(=O)OCN2C(=O)c3ccccc3C2=O)cc1	-7	0	-4	-5	1	1	-3	9	1
O=C(COC(=O)c1n[nH]c2ccccc12)NC(=O)NCc1ccco1	5	-1	-5	-6	2	2	0	-3	0
CCS(=O)(=O)NCCc1ccc(OC)c(OC)c1	-8	-2	12	-4	2	-18	-13	17	2
COc1ccc(OC)c(Nc2nc(C3CC3)nc3c2nnn3Cc2ccccc2)c1	1	3	0	1	0	2	2	-5	3
CCC(C)N1CC(O)=C(c2nc3ccccc3[nH]2)C1=N (stereo not drawn)	0	3	4	0	4	-3	10	0	14
CCN(CC)S(=O)(=O)c1ccc(NC(=O)CSc2nnc(-c3ccc(F)cc3)o2)cc1	0	0	-5	-2	11	3	8	6	6
CC(=O)c1ccc(OC(C)C)c(CN2CCCCC2)c1	4	-1	-4	-3	10	2	12	5	3
COc1c2ccc(C(=O)NCc3cc(C(F)(F)F)cc(C(F)(F)F)c3)cc2nn1C	9	1	-1	-2	8	-1	2	5	10
COCCCn1c(SCC(=O)N2CCc3ccccc32)nnc1-c1ccoc1C	0	2	-9	-7	-2	12	-23	x	x
Fc1ccc(CNc2cnccn2)cc1	-6	-12	0	-5	1	4	11	17	17
CCCS(=O)(=O)N1CCN(C(=O)c2ccco2)CC1	6	-2	3	-1	10	-4	11	3	-1
O=C(CSc1nc2ccccc2c(=O)n1NC(=O)c1ccccc1)c1ccc(Cl)cc1	-4	-1	4	-4	-1	0	6	17	10
O=C(c1cnc2n(c1=O)CCS2)N1CCN(c2ccccc2F)CC1	-1	-8	6	1	10	-8	-15	11	1
CCOC(=O)c1cnc2c(Cl)cccc2c1NCCN(C)C	3	-3	-5	-8	2	7	-10	-1	-3
COCCCNS(=O)(=O)c1ccc(OC)c(Cl)c1Cl	-5	-1	-5	-3	3	2	-12	1	2
COc1ccc(CN2CCOCC2)cc1Br	-1	-4	-2	-3	3	1	13	2	6
CCOC(=O)CCSc1nc(C)c2cc(OC)ccc2n1	8	-1	-4	-6	15	3	8	x	x
CCOC(=O)c1[nH]c(C)c(C(=O)NC(C)(C)C)c1C	4	1	-2	-4	6	-1	-9	-4	31*
CCc1ccccc1N1C[C@@]23C=C[C@@H](O2)C(C(=O)OCC(C)C)[C@H]3C1=O (stereo partly drawn)	-2	5	0	-7	-4	-1	13	-9	24
COc1ccc(CCNC(=O)COC(=O)c2cnc(C)cn2)cc1	3	2	-4	-4	1	8	7	-7	-3
COc1ccc(C(CC(=O)O)NC(=O)COc2ccccc2)cc1 (stereo not drawn)	6	-2	1	-4	11	2	15	3	11
Cc1cc(=O)oc(C)c1C(=O)Nc1cccc2ccccc12	5	-1	1	-1	5	1	3	8	8
COC(=O)c1[nH]c2cc(C)ccc2c1NC(=O)CN1CCc2cc(OC)c(OC)cc2C1	-5	-1	-4	0	2	2	-14	10	17
Cc1cc(C)n2nc(SCC(=O)Nc3c(C)nn(-c4ccccc4)c3C)nc2n1	-6	-4	1	-7	0	-2	7	2	2
COC(=O)C(C(=O)Nc1ncccn1)C1CCCCCC1 (stereo not drawn)	2	2	1	-6	7	-2	1	0	0
CC(C)c1ccc(NC(=O)NC2CCN(CC(=O)Nc3cccc4ccccc34)CC2)cc1	7	1	-8	-3	9	8	-7	-1	9
CCN(CC)C(=O)CP(=O)(c1ccccc1)c1ccccc1	-7	-2	-4	-4	6	1	-3	15	-8
Cc1ccc(N(C(=O)c2cccs2)C2C=CS(=O)(=O)C2)cc1 (stereo not drawn)	3	0	1	-3	1	-4	-2	-6	-3
CCOC(=O)c1nnc2c(Br)c(-c3ccccc3)nn2c1C	-1	6	-6	-5	7	8	31	x	x
C=CCn1c(C)cc(C(=O)CSc2nc3ccccc3[nH]2)c1C	-6	0	4	-5	0	-8	26	-7	10
CCN(CC)c1ccc(C(=O)OCC(=O)c2ccco2)cc1	-5	0	14	-11	1	-15	-14	-3	-4
CCNc1nc(NC#N)nc(SCC(=O)OCC)n1	0	-1	-8	-1	7	7	8	11	2
COc1ccc(C2C(C(=O)NCc3ccccn3)c3ccccc3C(=O)N2C)cc1OC (stereo not drawn)	3	2	2	-2	1	-5	9	6	2
Cc1ccc(CNC(=O)c2oc3ccc(S(=O)(=O)N4CCOCC4)cc3c2C)cc1	5	0	2	-6	7	-5	50*	-2	15
COc1ccc(N2C(=O)C3CCCN3C2c2cc(OC)c(OC)cc2OC)cc1 (stereo not drawn)	6	3	2	-3	4	-2	7	-8	3
Cc1ccc(S(=O)(=O)NC2CCOC(C)(C)C2)cc1 (stereo not drawn)	-6	-12	4	-8	1	-6	-6	-3	14
N/C(Cc1ccc(Cl)cc1)=N\OC(=O)c1ccc2ccccc2c1	6	-1	-5	-10	2	7	-15	21	81*
O=c1[nH]cnc2c1C(c1ccccc1[N+](=O)[O-])c1c(nc[nH]c1=O)O2	4	0	-2	-2	2	2	21	5	9
O=C1c2ccccc2-c2nnc(-c3ccccc3)cc21	-5	0	7	-3	4	-4	-10	-5	4
COC(=O)c1sccc1NC(=S)N1CC(C)CC(C)C1 (stereo not drawn)	-4	-1	2	-3	7	-5	-38	-2	3
O=C(Oc1cccnc1)c1cc2ccccc2oc1=O	-5	4	1	-4	3	-5	-6	-3	-7
Cc1nn(C)c(Oc2ccccc2)c1CCNS(=O)(=O)c1ccc(F)cc1	1	1	x	-7	10	x	10	-19	-2
O=C1c2ccccc2NC2CCCCC12 (stereo not drawn)	-1	2	1	-4	8	2	7	0	17
O=C(NCCC1=CCCCC1)c1ccc(Br)o1	1	-1	-12	-2	6	12	-15	-4	2
COc1ccc(Br)cc1C1CC(=O)N2CN(Cc3ccccc3)CSC2=C1C#N (stereo not drawn)	-6	-4	-1	-3	-5	-1	8	-16	0
COc1ccccc1C1/C(=C(/O)c2ccc(Cl)cc2)C(=O)C(=O)N1CCN1CCOCC1 (stereo not drawn)	1	-4	0	-2	2	-2	-2	-2	21
COc1ccc(Cl)cc1Nc1nc(-c2sc(NC(=O)C(C)(C)C)nc2C)cs1	2	2	-9	-1	3	12	22	-1	-3
COc1ccc(/C(C#N)=C/c2c(-c3ccc(Cl)cc3)nc3c(C)cccn23)cc1	-6	-5	-3	-3	6	1	-22	-22	29
Cc1nccn1-c1ccc(C(F)(F)F)cc1NC=O	-4	2	5	0	3	-8	24	-5	5
Cc1ccc(Cn2nnc3c(=O)[nH]c(C4CCCN(C(=O)Nc5ccc(F)cc5)C4)nc32)cc1 (stereo not drawn)	8	3	-5	-2	6	6	9	-4	2
Cc1ccc(-n2nc3c(c2NC(=O)c2ccc4c(c2)OCO4)CS(=O)C3)cc1 (stereo not drawn)	-2	-4	2	1	4	-2	-21	-1	16
COc1ccccc1NC(=O)Cn1cc(C#N)c2ccccc21	7	0	0	-5	7	2	11	-3	1
COc1ccc(OC)c(-n2nnnc2SCC(=O)Nc2ccc3c(c2)OCCO3)c1	0	2	4	0	2	-7	11	-6	2
COc1ccc(NC(=O)c2oc3ccccc3c2NC(=O)c2ccc3c(c2)OCO3)cc1	1	-4	4	-5	0	-6	4	-7	13
CC(=O)Nc1ccc(NC(=O)CNS(=O)(=O)c2ccc(C)cc2)cc1	5	1	-9	-1	8	8	7	-7	4
COC(=O)COc1ccc(Oc2cc(C)nc(SC)n2)nn1	8	1	-5	-4	7	4	-17	2	15
CCOC(=O)N1CCN(C(=O)c2ccc3c(c2)sc2nc(-c4ccccc4)cn23)CC1	-4	0	7	-14	3	-9	-7	-4	6

Seven records picked at random from those above:
SMILES	EphB4 ephrin blk	FAK inh	LYP act	S1P2 ag	Rev-RRE block	PTPN22 inh 2	S1P2 antag	PostGolgi yeast	PostGolgi ctrl
O=C(c1ccc(S(=O)(=O)N2CCOCC2)cc1)N(c1ccc(F)cc1)C1C=CS(=O)(=O)C1 (stereo not drawn)	7	1	6	-1	11	-7	-2	-2	4
O=C(Nc1cc(C(F)(F)F)ccc1N1CCOCC1)c1cccs1	3	2	5	-4	1	-8	-41	-13	9
COC(=O)C(C(=O)Nc1ncccn1)C1CCCCCC1 (stereo not drawn)	2	2	1	-6	7	-2	1	0	0
COC(=O)c1sccc1NC(=S)N1CC(C)CC(C)C1 (stereo not drawn)	-4	-1	2	-3	7	-5	-38	-2	3
CCS(=O)(=O)NCCc1ccc(OC)c(OC)c1	-8	-2	12	-4	2	-18	-13	17	2
Cc1c(NC(=O)c2ccccc2NS(=O)(=O)c2ccc(Br)cc2)c(=O)n(-c2ccccc2)n1C	-7	-2	-7	-3	1	7	7	19	13
COc1ccc(CN2CCOCC2)cc1Br	-1	-4	-2	-3	3	1	13	2	6

New compounds follow:
SMILES	EphB4 ephrin blk	FAK inh	LYP act	S1P2 ag	Rev-RRE block	PTPN22 inh 2	S1P2 antag	PostGolgi yeast	PostGolgi ctrl
CCN1CCN(CC(=O)Nc2ccc3c(c2)OCO3)C(=O)C1=O	-5	1	6	-6	5	-8	-26	-2	8
CC(C)C(=O)NCCSc1c[nH]c2ccccc12	-8	0	-2	-1	4	0	-16	3	5
CCNc1nc(N)nc(-c2cc(Cl)ccc2OC)n1	3	2	4	-2	5	-8	-23	-4	-5
Cc1ccc(S(=O)(=O)NC(CC(=O)NC2CCCC2)c2ccco2)cc1 (stereo not drawn)	3	-3	5	-5	3	-6	18	6	2
CC(C)(Oc1ccc(Cl)cc1)C(=O)N1CCN(c2ccccn2)CC1	1	-6	-1	-3	7	-1	19	1	50*
Cn1ncc2c(Nc3ccc4ccccc4c3)ncnc21	1	4	14	-7	2	-17	8	-12	3
O=C(c1cc(=O)c2ccccc2o1)N1CCCc2ccccc21	10	-3	2	-6	8	-2	7	16	-1
COc1cccc(-c2ccc(=O)n(CC(=O)NCCN3CCOCC3)n2)c1	3	-2	-10	-2	2	10	11	6	3
CN(Cc1cccs1)c1ncnc2sccc12	-1	12	-4	-4	3	7	20	3	17
COc1ccc(S(=O)(=O)O/N=C2\CCSc3ccc(C)cc32)cc1	-3	-5	2	-2	5	-4	-5	0	15
O=C1COc2ccc(C(=O)NCc3ccco3)cc2N1	0	-1	7	1	4	-8	-7	-13	7
Cc1cncn1CCc1nc2c3ccccc3nc(=S)n2[nH]1	-4	0	3	-4	7	1	-9	x	x
CC(CN1CCCCC1)OC(=O)c1ccccc1Cl (stereo not drawn)	2	-1	4	-6	-5	-4	12	-7	-4
O=C(Nn1cnnc1)c1ccccc1-c1ccccc1	5	0	1	-4	9	-1	16	-9	30
O=C(NCCCN1CCCC1=O)c1cccc(N2CCCC2=O)c1	2	1	-6	-8	6	6	-9	0	10
CCOc1ccc(NC(=O)CN2CCN(CC(=O)Nc3ccc(F)c(F)c3)CC2)cc1	-6	1	4	-2	12	-4	1	2	21
Cc1ccc(C2CC(c3cccs3)=NN2C(=O)c2ccc(Br)o2)cc1 (stereo not drawn)	-5	4	-20	-2	25	21	-13	93*	83*
O=C(NCc1ccc2c(c1)OCO2)c1cc2ccccc2o1	3	4	-1	-2	9	0	-2	1	-2
CNC(=O)Nc1ccccc1NC(=O)NC	-1	-1	-4	-8	5	7	-2	2	6
O=C(CSc1nnc(-c2ccncc2)n1CC1CCCO1)Nc1cccc(O)c1 (stereo not drawn)	0	2	-6	-3	8	7	-32	-2	-8
